Screening results: PubChem BioAssay, several laboratories
FBA Mtb inh = inhibitors of M. tuberculosis fructose-bisphosphate aldolase. purified M. tuberculosis FBA, fluorescence read-out. 360,000 tested, 2.3% active. inhibition, % at 1 µM. P9WQA3; in the data active = inhibition above about 27%;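 note: 0% = vehicle and 100% = reference inhibitor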
Target sequence (P9WQA3 whole entry, looked up): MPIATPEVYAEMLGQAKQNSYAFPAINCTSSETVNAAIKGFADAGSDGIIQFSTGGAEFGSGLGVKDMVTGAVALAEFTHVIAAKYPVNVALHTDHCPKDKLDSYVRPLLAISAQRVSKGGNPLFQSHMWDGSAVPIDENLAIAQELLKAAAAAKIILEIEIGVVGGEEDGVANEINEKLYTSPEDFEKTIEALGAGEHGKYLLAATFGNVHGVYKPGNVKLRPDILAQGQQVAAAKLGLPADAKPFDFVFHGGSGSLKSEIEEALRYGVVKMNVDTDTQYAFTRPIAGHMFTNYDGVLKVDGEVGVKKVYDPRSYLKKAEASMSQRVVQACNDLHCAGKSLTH
MazF activator = activators of E. coli MazEF toxin-antitoxin RNase. 350,000 tested, 0.32% active. activation, % at 20 µM. FAM/BHQ RNA-DNA oligo cleavage fluorescence, 5 h. P0AE70. AID 504720; in the data active = activation above about 50%
Target sequence (P0AE70 whole entry, looked up): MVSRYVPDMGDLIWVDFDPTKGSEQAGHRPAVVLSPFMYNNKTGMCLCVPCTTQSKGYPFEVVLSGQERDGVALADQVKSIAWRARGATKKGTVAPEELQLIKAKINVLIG
Rv3671c protease = inhibitors of M. tuberculosis serine protease Rv3671c; AID 2606; P9WHR9; inhibition, % at 5.96 µM; 320,000 tested, 0.048% active; in the data active = inhibition above about 38%;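 note: extracellular domain of Rv3671c used as enzyme; 0% = enzyme with DMSO and 100% = no enzyme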
Target sequence (P9WHR9 whole entry, looked up, the tested form may be a part): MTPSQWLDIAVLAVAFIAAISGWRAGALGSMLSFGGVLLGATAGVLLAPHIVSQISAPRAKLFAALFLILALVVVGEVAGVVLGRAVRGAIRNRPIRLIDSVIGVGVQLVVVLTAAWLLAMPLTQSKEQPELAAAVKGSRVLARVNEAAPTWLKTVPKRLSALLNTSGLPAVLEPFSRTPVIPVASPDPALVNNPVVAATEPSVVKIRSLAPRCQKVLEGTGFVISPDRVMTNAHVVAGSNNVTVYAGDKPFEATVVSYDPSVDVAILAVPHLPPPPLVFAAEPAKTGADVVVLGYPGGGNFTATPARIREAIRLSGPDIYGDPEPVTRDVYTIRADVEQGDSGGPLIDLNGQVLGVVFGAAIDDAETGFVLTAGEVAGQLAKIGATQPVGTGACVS
VHR inh abs = DUSP3 (human) phosphatase inhibition; P51452; recombinant VHR phosphatase, pNPP absorbance; inhibition, % at 13.3 µM; 290,000 tested, 0.52% active; in the data active = inhibition above about 50%; note: some compounds called inactive have numbers as strong as hits
Target sequence (P51452 whole entry, looked up): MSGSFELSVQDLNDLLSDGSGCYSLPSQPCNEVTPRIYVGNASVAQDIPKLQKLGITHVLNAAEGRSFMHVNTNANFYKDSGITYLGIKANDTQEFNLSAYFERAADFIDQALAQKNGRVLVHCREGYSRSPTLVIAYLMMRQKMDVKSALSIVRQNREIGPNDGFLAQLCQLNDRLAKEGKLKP
Mtb UGM inh = blocks M. tuberculosis UGM enzyme; P9WIQ1; purified UGM, fluorescence polarization probe displacement; inhibition, % at 10 µM; 320,000 tested, 0.06% active; in the data active = inhibition above about 10%, passing the limit was not always enough; inconclusive = no clear call, values can overlap the other calls
FadD28 binding = M. tuberculosis FadD28 bisubstrate binding inhibition. FadD28 bisubstrate probe binding, fluorescence polarization. inhibition, % at 12.5 µM. 360,000 tested, 0.22% active. AID 588549; in the data active = inhibition above about 8.5%, passing the limit was not always enough; inconclusive = no clear call, values can overlap the other calls
GDH-TPI counter = GDH-TPI coupled enzyme inhibition counter-screen; GDH-TPI coupled enzyme counterscreen, NADH absorbance; inhibition, % at 4.8 µM; 360,000 tested, 1.2% active;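 note: 0% = DMSO wells and 100% = wells lacking the enzyme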
CCHFV vOTU inh = blocks the CCHF virus ovarian tumor domain protease. CCHFV vOTU protease, Pep-AMC fluorescence. inhibition, % at 11.5 µM. 370,000 tested, 0.55% active. AID 651958; note: 0% = vehicle wells with enzyme and 100% = no enzyme wells
Mtb BioA inh = inhibitors of Mycobacterium tuberculosis BioA enzyme | purified M. tuberculosis BioA enzyme, plate reader | inhibition, % at 9.99 µM | 360,000 tested, 0.096% active | AID 602481; in the data active = inhibition above about 40%; inconclusive = no clear call, values can overlap the other calls
BoNT F protease = inhibitors of Botulinum neurotoxin F light chain protease | inhibition, % at 10 µM | AID 588497 | 360,000 tested, 0.22% active | Multiplex microsphere protease cleavage assay, flow cytometry; in the data active = inhibition above about 35%, passing the limit was not always enough; inconclusive = no clear call, values can overlap the other calls; note: plate controls were buffer without enzyme for full effect and enzyme alone for no effect
* hit, by the source's call; u = inconclusive; x = no result given. Cut-off read from the data, not from the text of the source, unless noted: active = inhibition above about 30%; inactive = the rest.

mol,FBA Mtb inh,MazF activator,Rv3671c protease,VHR inh abs,Mtb UGM inh,FadD28 binding,GDH-TPI counter,CCHFV vOTU inh,Mtb BioA inh,BoNT F protease
Clc1ccc(-c2nnnn2-c2ccc(Cl)cc2)cc1,-1.9,-0.4,2.6,7.7,-1.9,-2.3,0.8,-4.9,-0.4,x
Cc1nc(SCC(=O)Nc2cccnc2Cl)nc(C)c1C,0.8,2.6,8.7,-15.2,3.3,-0.2,12.2,-2.2,x,-1.8
CCOc1cc(/C=N/NC(=O)c2nnn(-c3nonc3N)c2C)ccc1OCc1ccc(C)cc1,-2.3,-72.0,x,x,x,-1.2,13.3,-6.1,-0.9,5.4
O=S(=O)(c1cc(Cl)cc(Cl)c1O)N1CCC2(CC1)OCCO2,2.4,-2.2,-7.4,-6.8,2.7,0.3,13.0,-1.1,-0.4,-5.1
O=C(N/C(=C\c1cccnc1)C(=O)N1CCCCC1)c1cccc(Br)c1,2.1,3.9,-3.7,36.3,2.1,-2.0,-0.7,1.3,-0.9,0.0
CCC(Cc1ccccc1)NC(=O)C1CCN(S(=O)(=O)c2c(C)noc2C)CC1 (stereo not given),1.5,-0.6,4.5,6.5,2.9,-0.4,3.3,-15.0,0.1,7.5
CCOC(=O)CN(C(=O)c1ccccc1)c1ccccc1C,1.1,5.8,7.6,10.9,-1.2,-0.5,-7.8,-2.6,-0.6,5.7
Fc1ccc(CNc2nc3ccccc3n3nnnc23)cc1,2.8,-104.0,-1.3,41.8,-1.4,-3.6,8.1,2.1,-0.6,-12.2
CCOC(=O)CNC(=O)CSc1nnc(-c2ccccc2)n1Cc1ccco1,98.1*,7.7,6.5,35.9,-0.2,-2.8,-5.6,3.6,2.8,u
COc1ccccc1CN1CCNC(=O)C1CC(=O)N(C)Cc1nc(C)cs1 (stereo not given),0.5,-1.6,4.8,18.7,-1.6,-0.2,9.3,2.9,-0.4,3.5
CC(NC(=O)/C=C/c1ccco1)c1nc2ccccc2n1Cc1c(Cl)cccc1Cl (stereo not given),-1.7,-1.4,-8.9,-7.9,1.7,-4.5,1.5,-12.8,x,-2.0
Nc1nc(Nc2cccc(Cl)c2)nc(NCc2ccco2)c1[N+](=O)[O-],0.5,-1.9,-29.7,16.6,0.9,-4.4,14.6,4.4,x,6.2
Cc1ccc(S(=O)(=O)N(C)C)cc1NC(=O)CSc1nncs1,-0.5,-1.9,3.5,x,3.1,-0.2,1.8,-5.9,51.1*,x
COCc1c(CN)cnc(C)c1N,4.0,5.9,4.0,28.0,0.3,-1.1,1.6,4.7,x,-6.7
Cc1cc(C(=O)OCC(=O)N2CC(C)OC(C)C2)ccc1[N+](=O)[O-] (stereo not given),-0.9,-0.2,4.0,-24.9,0.4,-0.1,-0.6,-8.2,x,-4.3
Cc1cc(C)nc(NC(=O)c2ccccc2O)n1,0.1,10.1,-0.5,2.4,-0.1,-1.1,8.2,3.4,-0.2,u
COCC(=O)Oc1cc(-c2ccc(C)cc2C)c(OC(=O)COC)c(-c2ccc(C)cc2C)c1,0.3,-1.9,x,x,x,0.6,8.8,12.4,-1.3,-5.6
CCCc1nnc(NC(=O)c2ccc([N+](=O)[O-])cc2)s1,2.1,0.1,8.3,4.7,-1.5,-2.9,7.8,-5.3,-0.6,-8.2
O=C(O)c1ccc2c(=O)n(-c3ccc(F)cc3)c(=S)[nH]c2c1,2.7,3.6,-4.8,13.1,2.5,0.3,1.2,3.9,1.0,1.0
COc1ccc(-n2c(-c3ccccc3[N+](=O)[O-])nc3ccccc3c2=O)cc1,3.3,-0.4,x,-1.2,-1.6,-0.7,3.0,20.9,2.2,8.7
Cc1ccc(N2C(=O)CS(=O)(=O)CC2=O)cc1,2.1,5.8,0.3,17.6,2.8,-4.3,3.8,-2.8,-0.2,-1.1
O=C(NCCF)[C@H]1C[C@@H]1[C@H](NP(=O)(c1ccccc1)c1ccccc1)c1ccccc1,-0.2,10.1,5.0,12.4,0.5,0.5,3.1,8.9,-1.7,-10.8
O=C(COc1ccc(Cl)cc1Cl)N1CCCC1,-0.5,8.3,-2.3,1.6,1.3,-3.0,14.4,1.3,0.4,-6.6
Cc1c(N)ccc(-n2nc3ccccc3n2)c1C,3.4,5.3,5.0,x,1.2,-4.8,11.1,-1.0,-1.9,-1.0
Cc1cccc(C(C)Nc2ccc([N+](=O)[O-])cn2)c1 (stereo not given),-6.6,3.3,-0.8,6.0,1.5,0.1,31.0*,5.2,1.5,-0.8
COC(=O)c1ccc(NC(=O)CN2CCN(c3cccc(Cl)c3)CC2)cc1,-1.4,-10.3,-4.1,-7.5,-0.5,0.4,18.5,9.2,4.9,1.0
CCCCOc1ccc(NC(=O)C(=O)NCCCn2ccnc2)cc1,-0.2,-0.6,5.1,-2.8,0.8,-2.0,0.7,-1.3,x,-30.6
CCOC(=O)C1(c2nc(N)cs2)COC(=O)C1 (stereo not given),-0.9,0.3,-1.7,-4.7,-1.1,-4.8,-0.9,1.3,-0.5,10.1
COc1ccc(C(=O)Nc2nc(-c3ccccn3)cs2)cc1S(=O)(=O)N1CCOCC1,1.9,9.6,-10.3,x,-0.8,-4.1,10.5,4.8,0.2,-15.0
Cc1ccccc1N(C(=O)CNC(=O)c1ccco1)C(C(=O)NC1CCCCC1)c1ccncc1 (stereo not given),-0.7,10.3,5.2,11.3,-1.2,0.2,-0.4,16.6,-1.8,-15.5
COc1ccccc1NS(=O)(=O)c1ccc(NC(=O)N2CCCCC2)cc1,-0.4,-3.4,-8.0,-11.2,-0.3,-0.2,-5.5,-1.2,-1.6,-4.9
CC1CC1c1ccc(/C=C(\C#N)C(=O)Nc2ccccc2Cl)o1 (stereo not given),-2.1,-175.2,-7.8,-14.2,1.3,-2.7,1.5,1.9,x,-1.1
CC1Cc2cc(S(=O)(=O)N3CCN(c4ccccc4F)CC3)ccc2N1C(=O)C1CC1 (stereo not given),-4.2,-1.9,-11.6,15.0,0.5,-0.1,9.2,6.5,0.1,-1.3
O=C(c1cc(S(=O)(=O)N2CCOCC2)c(Cl)cc1Cl)N1CCCCC1,-1.3,5.4,1.2,6.2,-2.1,1.2,-0.3,0.8,1.5,3.7
COc1cc(N=Nc2cccc(S(N)(=O)=O)c2)c2ccccc2c1N,-13.6,2.2,-6.4,9.5,-2.1,9.7*,7.8,10.6,0.7,u
Cc1cc(C)nc(N2CCC(C(=O)NCc3cccs3)CC2)n1,5.1,-2.8,1.4,29.9,-0.8,1.2,1.5,-4.5,-1.1,-3.5
CCCCn1c(C)cc(/C=C(\C#N)C(=O)O)c1C,2.6,7.7,-4.2,0.1,1.5,-0.6,26.7,6.3,x,-10.6
CCc1nn(C(C)C(=O)NCCc2ccc(OC)c(OC)c2)c(=O)c2cc3occc3n12 (stereo not given),4.2,-3.5,0.3,-12.8,-4.3,-0.1,9.9,-0.1,11.9,-8.7
CC(C)COc1cccc(C(=O)NC(=S)Nc2cccc(NC(=O)c3ccccc3Cl)c2)c1,0.0,-0.3,-21.6,16.4,-0.4,-2.9,10.9,7.9,x,3.8
O=C(NCc1cccc(Cl)c1)c1ccc(-n2ccnc2)c2ccoc12,-2.4,x,x,x,x,-4.5,8.0,1.9,1.2,-0.6
CSc1nnc(Cc2cc(=O)[nH]c(=O)[nH]2)n1-c1cc(C)ccc1C,-1.4,5.5,-2.5,-3.7,4.3,-2.0,-2.4,4.0,2.0,-0.1
CC(=O)Nc1cc(S(=O)(=O)Nc2cccc(C)c2)c(C)cc1C,-3.8,-2.4,2.4,16.8,-0.6,-0.9,6.0,7.8,-0.2,0.1
O=C(Nc1cc(C(F)(F)F)cc(C(F)(F)F)c1)Nc1cnn(-c2ccc([N+](=O)[O-])cc2)c1C(F)(F)F,2.4,6.2,0.1,17.6,2.2,-1.6,-13.1,-7.1,0.2,x
CSc1n[nH]c(/N=C/c2oc(O)c3ccccc23)n1,3.5,-12.1,19.6,10.2,0.5,-0.8,2.7,2.8,x,-4.4
O=C(Nc1ccc(Cc2ccc(NC(=O)C3CC3)cc2)cc1)C1CC1,-3.1,-0.3,-12.1,30.1,4.0,-1.4,-3.2,4.4,x,-4.8
COC(=O)c1ccc(CN(C(=O)N2CCN(C)CC2)S(=O)(=O)c2ccc(C)cc2)cc1,4.8,7.3,-2.0,x,0.2,-1.4,6.2,44.8*,-2.4,6.5
CN(C)c1ccc(/C=N/NC(=O)CCc2nc3ccccc3[nH]2)cc1,26.0,4.8,-5.7,17.9,-1.4,0.3,23.5,-21.8,x,-6.0
COc1cc(C(=O)NCC(=O)NNC(=O)CN(C)S(=O)(=O)c2ccc(Cl)cc2)cc(OC)c1OC,2.4,-14.1,-1.8,x,-0.4,-1.6,-0.3,1.0,0.0,x
CCOc1ccc(C(=O)CCC(=O)Nc2ccncc2)cc1,-2.6,-0.6,-0.9,x,-2.7,-3.2,-6.6,8.4,-0.4,4.3
CC(C)(C)c1ccc(CSc2nc(N)cc(=O)[nH]2)cc1,-2.2,-6.3,0.8,11.3,2.4,-6.8,0.0,x,2.1,-8.2
CC1CCN(C(=O)COc2cccc3c2CCN(Cc2ccccc2)C3=O)CC1,10.3,0.0,2.1,5.5,-0.7,-2.5,2.5,9.8,4.9,-4.0
COC(=O)CCN(C(=O)c1ccc(OC(C)=O)cc1)c1ccccn1,-1.4,4.6,-3.1,25.0,0.3,-2.1,1.7,18.7,-0.9,-8.4
CCCC1c2ccc(C)n2CCN1C(=O)Nc1ccc(F)cc1 (stereo not given),2.2,10.1,1.9,23.7,-1.0,0.6,16.3,20.8,-3.8,19.5
CCn1c(CC(=O)Nc2cccc(OC)c2)nnc1SCC(=O)N1CCN(c2ccccc2)CC1,-0.8,-1.3,4.3,-0.2,2.3,-0.9,11.6,7.0,x,-15.2
Clc1ccc(CSc2nncn2-c2ccccn2)cc1,-0.2,-18.8,-4.8,26.7,0.6,-3.8,-3.8,-5.3,-3.4,-3.4
Cc1cccc(C)c1OCCSc1n[nH]c(N)n1,0.3,1.7,1.0,-12.9,0.7,-3.2,-1.7,13.8,-0.1,1.3
Cc1ccccc1NC(=S)NCCc1ccccn1,-1.1,1.5,12.8,21.9,1.7,-1.4,14.1,-7.5,-0.7,2.1
CCOc1ccc(CN2CCN(Cc3cnc(-c4ccccc4)s3)CC2CCO)cc1 (stereo not given),0.1,-10.6,2.3,5.1,-1.7,-1.7,7.0,12.6,0.5,2.5
O=C(OC(C(=O)NCC1CCCO1)c1ccccn1)c1cccs1 (stereo not given),2.3,-7.5,-3.1,6.5,3.5,0.4,7.1,2.3,-1.5,-4.3

Retrieved one by one from the entries so far:
mol,FBA Mtb inh,MazF activator,Rv3671c protease,VHR inh abs,Mtb UGM inh,FadD28 binding,GDH-TPI counter,CCHFV vOTU inh,Mtb BioA inh,BoNT F protease
COc1ccccc1NS(=O)(=O)c1ccc(NC(=O)N2CCCCC2)cc1,-0.4,-3.4,-8.0,-11.2,-0.3,-0.2,-5.5,-1.2,-1.6,-4.9
CCCCn1c(C)cc(/C=C(\C#N)C(=O)O)c1C,2.6,7.7,-4.2,0.1,1.5,-0.6,26.7,6.3,x,-10.6
COC(=O)CCN(C(=O)c1ccc(OC(C)=O)cc1)c1ccccn1,-1.4,4.6,-3.1,25.0,0.3,-2.1,1.7,18.7,-0.9,-8.4
CC1CC1c1ccc(/C=C(\C#N)C(=O)Nc2ccccc2Cl)o1 (stereo not given),-2.1,-175.2,-7.8,-14.2,1.3,-2.7,1.5,1.9,x,-1.1
CSc1nnc(Cc2cc(=O)[nH]c(=O)[nH]2)n1-c1cc(C)ccc1C,-1.4,5.5,-2.5,-3.7,4.3,-2.0,-2.4,4.0,2.0,-0.1
